G6PDH CS – L. mesenteroides G6PDH inhibition counter-screen. Purified L. mesenteroides G6PDH, diaphorase/resazurin coupled fluorescence, 45 min. inhibition, % at 5 µM. 0.12% of 200,000 active. AID 1020; in the data active = inhibition above about 50%
Diaph act CS – activates diaphorase or chemically reduces, flagging diaphorase assay artifacts; 0.005% of 190,000 active; activation factor at 20 µM; Diaphorase/resazurin coupled assay, resorufin fluorescence, 16 min; hits give high values; 1 = vehicle wells, 0 = NADH-free wells;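 active = diaphorase activity raised at least twofold by the compound at 20 µM; inactive = activation factor below 2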
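Material: Purified diaphorase enzyme from Clostridium kluyveri | Buffer or medium: 50 mM HEPES pH 7.4 with 4.542 mM MgCl2, 0.005% Tween 20 | Times: 16 min enzyme reaction, ambient temperature | Signal: Red resorufin fluorescence at 544/590 nm excitation/emission | Measure: Increased resorufin signal from activators or reducing compounds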
FLuc act counter – affects firefly luciferase, flagging false hits in luciferase stimulation screens; P08659; ATPlite luciferase biochemical, luminescence, 10 min; 0 = ATP-free wells, 1 = DMSO control; activation factor at 10 µM; 200,000 tested, under 10 active; AID 1027;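 active = luciferase activation factor, scaled between plate controls, of at least 2 with compound at 10 µM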
Target sequence (P08659 whole entry, looked up): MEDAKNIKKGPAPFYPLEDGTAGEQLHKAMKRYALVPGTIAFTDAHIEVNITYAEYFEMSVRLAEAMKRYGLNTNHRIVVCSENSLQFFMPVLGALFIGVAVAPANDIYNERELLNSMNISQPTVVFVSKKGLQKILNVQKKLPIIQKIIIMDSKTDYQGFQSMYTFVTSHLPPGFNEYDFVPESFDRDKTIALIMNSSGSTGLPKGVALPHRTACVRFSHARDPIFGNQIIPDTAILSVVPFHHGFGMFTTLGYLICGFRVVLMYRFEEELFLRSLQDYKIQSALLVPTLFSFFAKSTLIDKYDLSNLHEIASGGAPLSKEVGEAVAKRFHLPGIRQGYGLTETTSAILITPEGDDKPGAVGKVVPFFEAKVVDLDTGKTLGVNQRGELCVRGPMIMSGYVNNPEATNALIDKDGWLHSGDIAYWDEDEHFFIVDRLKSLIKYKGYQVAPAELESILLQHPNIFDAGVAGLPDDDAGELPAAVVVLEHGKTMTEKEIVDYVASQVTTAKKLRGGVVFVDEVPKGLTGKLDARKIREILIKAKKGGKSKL
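System: cell-free luciferase reagent; medium: PBS as buffer for the ATP substrate; doses: test compounds dosed from 2 mM stocks in 100% DMSO; incubation: 10 min, room temperature; measured by: luminescence from luciferase reaction; read-out: luciferase activation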
APP 5'UTR act – activates APP 5'UTR luciferase reporter. SH-SY5Y APP 5'UTR luciferase reporter, luminescence; zero percent = DMSO vehicle wells. activation, % at 2 µM. 1% of 190,000 active. AID 1276;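 active = activation above a set limit, based on mean plus 3 SD of controls, cut at about 140% in these data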; also: values of inactives mirror those of a sister screen read the other way
FLuc inhib CS – inhibits firefly luciferase, flagging false hits in luciferase inhibition screens. P08659. ATPLite firefly luciferase biochemical luminescence, 10 min. inhibition, % at 10 µM. 1.5% of 200,000 active. AID 1006;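 active = inhibition above about 50% when tested at 10 µM, limit read from the data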
NF-kB neuron act – NF-kB expression increase, human neuronal cells | NF-kB reporter expression; hits give high values | 1.6% of 190,000 active | fold change at 12.5 µM; in the data active = fold change above about 3.3
TLR4-MyD88 BLA – TLR4-MyD88 interaction inhibition in cells | AID 861 | O00206+Q99836 | HeLa CL3-4 TLR4/MyD88 BLA complementation, FRET ratio | inhibition, % at 8.4 µM | 0.18% of 200,000 active; in the data active = inhibition above about 25%;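 also: 0% = vehicle and 100% = reference inhibitor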
STAT1 act – activators of IFN-gamma induced STAT1 signaling | NIH 3T3 STAT1-luciferase reporter, luminescence; 100% = IFN-gamma alone, no compound | activation (% of control), % at 5.5 µM | 2.6% of 200,000 active;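 active = activation above the screen-wide mean activation plus 3 SD, cut at about 130% in these data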;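 also: raw ratio to IFN-gamma control signal so 100% means no change and 0% no light; values of inactives mirror those of a sister screen read the other way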
Diaphorase inh – inhibits diaphorase or chemically oxidizes, flagging diaphorase assay artifacts; diaphorase resazurin-to-resorufin fluorescence, NADH, 16 min; bacterial (C. kluyveri) enzyme, not human; inhibition, % at 20 µM; 0.69% of 190,000 active; AID 1217;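 active = primary screen inhibition at 20 µM above a set limit, cut at about 50% in these data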;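 also: plate controls were DMSO with full reaction for no effect and wells lacking NADH for full effect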
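Assay system: diaphorase enzyme from Clostridium kluyveri; Input: enzyme working solution with 0.14 U/mL diaphorase; Timing: 16 min at room temperature; Technique: resorufin fluorescence, excitation 544 nm, emission 590 nm; Benchmarks: positive control minus NADH, DMSO neutral control.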
APP 5UTR inh – APP translation inhibition; inhibition, % at 2 µM; SH-SY5Y APP 5'UTR-luciferase reporter, luminescence; 0.82% of 190,000 active;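 active = inhibition above a set limit, derived from the sample mean plus 3 SD, cut at about 45% in these data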; also: values of inactives mirror those of a sister screen read the other way
Active calls of the source: *; / = not tested or not shown.

SMILES	G6PDH CS	Diaph act CS	FLuc act counter	APP 5'UTR act	FLuc inhib CS	NF-kB neuron act	TLR4-MyD88 BLA	STAT1 act	Diaphorase inh	APP 5UTR inh
O=C(Nc1ccc(-c2nc3ccccc3c(=O)o2)cc1)c1ccco1	-20	1.2	0.8	5	24	2	0	106	-16	-5
Cc1ccccc1C(=O)NC1CCN(CC(=O)Nc2nccs2)CC1	26	1.1	1	-13	1	1.1	3	103	-9	12
COc1cccc(/C=N/NC(=O)CCc2ccccc2)c1	0	0.9	0.9	0	9	1.1	-6	110	8	0
CCc1nc(N2CCC(C)CC2)c2oc3ccccc3c2n1	4	0.9	1	11	-2	1.1	11	97	14	-11
Cc1ccc(S(=O)(=O)N2CCN(C(=O)c3ccccc3)CC2)cc1	0	0.9	1	14	-4	0.97	9	93	9	-14
O=C1CC(c2ccccc2)CC(O)=C1C=Nc1ccc(O)cc1 (stereo unspecified)	7	0.9	0.9	-2	12	1.6	-17	132*	8	2
CC(=O)C1=C(C)NC(SCC(=O)c2ccc(F)cc2)=C(C#N)C1CC(C)C (stereo unspecified)	13	0.8	0.9	17	10	1.7	-4	108	20	-17
Cc1ncc([N+](=O)[O-])n1CCOC(=O)Nc1ccc([N+](=O)[O-])cc1	16	1	1	-18	-2	1.2	0	101	1	18
COc1cc(/C=N/NC(=O)CCn2cnc(-c3ccccc3)c2-c2ccccc2)ccc1O	-45	0.8	1	19	-2	0.65	-12	106	22	-19
O=[N+]([O-])c1nn(-c2ccc3c(c2)OCCO3)n(O)c1=NCCC1=CCCCC1	-1	0.9	1	18	0	1.3	12	122	14	-18
OCCCNC(=S)Nc1ccc(Oc2ccccc2)cc1	-4	0.9	1	11	-3	1.4	-12	101	12	-11
Clc1ccsc1-c1ccc2ccccc2n1	1	1	0.9	48	11	2	-10	125	4	-48
Cc1cccc(-c2c3c(=O)n(C)c(=O)n(C)c3cn2CCO)c1	14	0.9	1.1	15	-8	1.3	12	100	12	-15
COCC(=O)NC1CCN(CC(=O)Nc2ccccc2[N+](=O)[O-])CC1	18	1	1	20	0	1	-2	94	-1	-20
O=c1c2ccccc2nnn1CCN1CCOCC1	8	1.1	1	5	-1	1.2	-4	112	-9	-5
Cc1ccc(S(=O)(=O)Nc2ccc3c(c2)nc(CN2CCCC2)n3C)cc1	-4	0.9	1.1	-6	-11	0.99	-5	93	6	6
CCOC(=O)c1ccc(N/C=C/C(=O)c2ccc(OC)cc2)cc1	4	0.9	1	5	-4	1.6	-11	98	14	-5
CCOC(=O)C1(CCOc2ccccc2)CCN(Cc2cnc(C)s2)CC1	12	0.9	1	2	3	/	-11	92	8	-2
COc1cc(C2NC(=O)CS2)cc(OC)c1OC (stereo unspecified)	4	1	1.1	-18	-8	1.2	-3	91	4	18
COc1cc(O)oc1C=Nc1ccc(Cl)cc1	6	0.8	1.1	1	-6	1.3	-6	100	18	-1
COCc1cc(=O)[nH]c(/N=C(\N)Nc2cccc(Cl)c2)n1	5	0.9	1	4	-1	1.3	-9	106	6	-4
Cc1cc(NC(=O)c2cc(CC(C)C)on2)n(-c2ccccc2)n1	4	0.8	1.1	-5	-5	1.1	-2	90	21	5
Nc1nc(CSc2ncccn2)nc(Nc2ccccc2)n1	3	1	1	46	2	2.9	-9	134*	1	-46
COc1cccc(CC(=S)N2CCOCC2)c1	24	0.9	1	5	-1	1.2	-1	95	14	-5
CCc1ccc(CN2C(=O)c3ccccc3C2C(=O)NCc2cccnc2)cc1 (stereo unspecified)	0	0.9	1.1	-7	-7	1.1	-9	93	11	7
COc1ccc2c(c1)CCc1c(C(=O)Nc3cc(C)n(Cc4ccc(Cl)cc4)n3)noc1-2	2	0.9	1	-13	-4	0.87	4	101	12	13
Cn1c2ccccc2c2ncn(CCC3=CCCCC3)c(=O)c21	-5	0.7	1	27	-2	1.6	-6	127	32	-27
COC1=Cc2c(ccc3ccc(=O)oc23)OC1(C)C	7	1	1	42	-2	1.8	-7	97	-1	-14
O=C(Cn1c(=O)n(CCCCC(=O)NC2CCCC2)c(=O)c2ccccc21)NCCC1=CCCCC1	4	1.1	1	2	-5	1.1	-6	107	-10	-2
COC(=O)c1cc(-c2c(C)nn(-c3ccccc3)c2C)n[nH]1	1	1	1	2	0	5.9*	3	95	4	-2
Cc1cccc(-n2[nH]c(C)c(C=Nc3ccc4[nH]c(=O)[nH]c4c3)c2=O)c1	-16	0.7	1	-9	-3	0.94	5	100	28	9
Cc1nn2c(N3CCN(C4CCCC4)CC3)cc(C(C)(C)C)nc2c1-c1ccccc1	5	0.9	1.1	2	-12	1.1	4	103	13	-2
COc1ccc2c(c1)c(=O)oc1cc3occ(C(C)(C)C)c3cc12	-3	1	1.1	-9	-8	1.1	-6	106	2	9
CCOC(=O)c1cnn(-c2ccc(F)cc2)c1N	6	0.9	1	10	-2	1.3	-1	116	9	-10
CCOC(=O)C(CC)Sc1nc(-c2ccc(OC)cc2)nc2c1c(=O)n(C)c(=O)n2C (stereo unspecified)	/	/	/	2	/	/	-13	97	/	-2
O=C(COc1ccccc1Cl)c1ccc[nH]1	4	0.9	1	13	2	1.4	12	120	6	-13
CC(C)c1ccc(C(=O)NCCCN2CCN(CCCNC(=O)c3ccc(C(C)C)cc3)CC2)cc1	11	1	1	1	-2	0.81	-4	95	3	-1
O=S(=O)(NCc1ccccc1)c1ccc(S(=O)(=O)N(Cc2ccccn2)Cc2ccco2)cc1	-1	0.9	1	4	-1	1.2	1	103	13	-4
Cn1c(C(=O)N2COCC2(C)C)cc2c(=O)n3ccccc3nc21	4	0.8	1	18	5	1.3	-6	119	17	-18
Cc1cccc(NC(=S)N2CCC(C(=O)c3ccc(F)cc3)CC2)c1C	-13	0.9	1	13	-4	0.88	8	97	14	-14
Cc1nc(C#N)c(N/N=C/c2cccc(Cl)c2)o1	13	0.7	0.8	64	24	2.6	-5	115	27	-64
O=C(Nc1ccccc1)c1ccc2ccccc2n1	6	1	0.5	179*	52*	6.6*	-4	123	-4	-179
Cc1cccc(NC(=O)c2cc3n(n2)C(C(F)(F)F)CC(c2ccc4c(c2)OCO4)N3)c1 (stereo unspecified)	-14	0.8	1	5	-2	0.91	-7	100	25	-5
O=C(O)c1cc(-c2ccccc2)n(-c2ccccc2)n1	3	0.9	1.1	-8	-12	1.2	-2	106	9	8
CCCC(=O)N(c1ccc2oc(=O)sc2c1)S(=O)(=O)c1ccccc1	-12	0.9	1	10	-5	1.2	8	98	13	-10
COc1ccc(Cn2ccnc2CO)cc1[N+](=O)[O-]	13	1.2	1	11	-2	1.2	1	102	-23	-11
Cc1cc(NS(=O)(=O)c2ccc(NC(=S)NCc3ccccc3)cc2)no1	-2	1	1	2	-2	1.1	-3	98	0	-2
CC(C)(C)c1ccc(C(=O)O)c(C(=O)c2ccccc2)c1	7	0.8	1.1	32	-9	1.2	-12	100	21	-32
CCO[C@@H]1OC(C(=O)NCc2ccccc2)=C[C@H](c2ccc3c(c2)OCO3)[C@H]1CCCO	6	0.8	1.1	-1	-5	1.2	-8	97	21	0
N#CCC(=O)c1ccccc1Oc1ccc(Cl)cc1	9	0.9	1.1	-5	-5	1	6	106	14	6
Cc1cccc(Nc2nc(N)nc(CSC(=S)N3CCOCC3)n2)c1	4	0.9	1	8	-2	1.1	6	104	13	-8
CCOc1ccc(-c2cc3nc(C4CCN(C(=O)OC(C)(C)C)CC4)c(C(=O)O)cn3n2)cc1	2	0.9	1	3	1	0.78	2	93	9	-3
CCOC(=O)CSC1=N/C(=C\c2cc(OC)c(OC)c(OC)c2)C(=O)N1C	-2	0.8	1.1	-14	-7	1.1	-12	94	23	14
CCOC(=O)N1CCC(n2c(SCC(=O)NCCc3ccc(S(N)(=O)=O)cc3)nc3ccccc3c2=O)CC1	1	1.1	1	-1	2	1.5	2	93	-5	2
CC1CCCN(c2nc3ccccc3nc2C(C#N)S(=O)(=O)c2cccs2)C1 (stereo unspecified)	15	0.9	1	17	-5	0.91	-10	98	14	-17
Cc1cc(C)cc(-c2nnc(SCC(=O)N3CCN(C(=O)c4ccco4)CC3)o2)c1	5	0.8	1	3	-1	0.57	2	106	18	-4
O=C(NCCc1ccccc1)C(=O)NCC1CCCO1 (stereo unspecified)	1	0.9	1	/	0	1.8	-1	99	12	/
COc1cc(CNCCCN2CCOCC2)cc(Br)c1OCC(=O)N1CCCCC1	5	1.1	1	11	2	1.1	10	111	-5	-11
CN(C)c1ccc(C(=O)NC2(N3CCC3=O)CCCC2)cc1	30	1.2	1	13	-2	1	-3	95	-15	-14
CC1=CC(=O)[C@H]2C(C)(C)CCC[C@]2(C)[C@@]1(O)CO	0	1	1	7	-3	1.2	-10	97	-3	-7

Part of the list above in order of length of the SMILES, descending.
SMILES	G6PDH CS	Diaph act CS	FLuc act counter	APP 5'UTR act	FLuc inhib CS	NF-kB neuron act	TLR4-MyD88 BLA	STAT1 act	Diaphorase inh	APP 5UTR inh
CCOC(=O)N1CCC(n2c(SCC(=O)NCCc3ccc(S(N)(=O)=O)cc3)nc3ccccc3c2=O)CC1	1	1.1	1	-1	2	1.5	2	93	-5	2
Cc1cc(C)cc(-c2nnc(SCC(=O)N3CCN(C(=O)c4ccco4)CC3)o2)c1	5	0.8	1	3	-1	0.57	2	106	18	-4
CCOC(=O)CSC1=N/C(=C\c2cc(OC)c(OC)c(OC)c2)C(=O)N1C	-2	0.8	1.1	-14	-7	1.1	-12	94	23	14
CC1=CC(=O)[C@H]2C(C)(C)CCC[C@]2(C)[C@@]1(O)CO	0	1	1	7	-3	1.2	-10	97	-3	-7
CN(C)c1ccc(C(=O)NC2(N3CCC3=O)CCCC2)cc1	30	1.2	1	13	-2	1	-3	95	-15	-14
N#CCC(=O)c1ccccc1Oc1ccc(Cl)cc1	9	0.9	1.1	-5	-5	1	6	106	14	6

(listing goes on)
SMILES	G6PDH CS	Diaph act CS	FLuc act counter	APP 5'UTR act	FLuc inhib CS	NF-kB neuron act	TLR4-MyD88 BLA	STAT1 act	Diaphorase inh	APP 5UTR inh
Cc1cc(C)nc(NC(=O)C(C)N2C(=O)c3ccccc3C2=O)n1 (stereo unspecified)	-1	1	1	2	-4	1.1	-1	98	-3	-2
O=C(NCCN1CCOCC1)C1CCN(S(=O)(=O)N2CCCC2)CC1	5	0.9	1.1	-1	-8	2.6	4	112	10	1
CCn1c(=O)c(C(=O)NCc2cccnc2)c(O)c2ccccc21	-3	0.9	1	-9	-3	0.97	0	103	13	9
Cc1nc2ccccc2nc1OCC(=O)Nc1ccc(F)cc1	2	0.9	1	15	-5	1.1	-5	105	6	-15
CN(C)CC(O)COC(c1ccccc1)c1ccccc1 (stereo unspecified)	0	1	1.1	-6	-7	1.1	-3	97	-2	6
O=C(N/N=C1\CCc2ccccc21)c1ccc(O)cc1	3	1	0.3	138*	66*	3.3	5	142*	-3	-138
Cc1ccc(Nc2nc(N)nc(CN3CCN(C(=O)c4ccco4)CC3)n2)cc1Cl	5	0.8	1.1	-12	-6	0.81	8	93	19	12
